DAX1 inh-1 – inhibitors of human orphan nuclear receptor DAX1 (NR0B1); 340,000 tested, 0.99% active; inhibition, % at 6.75 µM; AID 504766; P51843; HEK293 Gal4-DAX1 luciferase reporter, luminescence;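 active = inhibition above the mean over all tested compounds plus 3 SD, cut at about 4.2% in these data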;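 also: 0% = DAX1-transfected cells with DMSO and 100% = empty-vector control cells with DMSO; inhibition shows as a rise in luminescence from relieved DAX1 repression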
PLCb3 inh – PLC-beta3 (human) inhibition, primary screen | Q01970 | Purified PLC-beta3, fluorogenic substrate, fluorescence | inhibition, % at 12.2 µM | 370,000 tested, 0.18% active | AID 720704; in the data active = inhibition above about 11%;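 also: 0% = median of compound wells on plate and 100% = full blocker control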
Target sequence (Q01970 whole entry, looked up): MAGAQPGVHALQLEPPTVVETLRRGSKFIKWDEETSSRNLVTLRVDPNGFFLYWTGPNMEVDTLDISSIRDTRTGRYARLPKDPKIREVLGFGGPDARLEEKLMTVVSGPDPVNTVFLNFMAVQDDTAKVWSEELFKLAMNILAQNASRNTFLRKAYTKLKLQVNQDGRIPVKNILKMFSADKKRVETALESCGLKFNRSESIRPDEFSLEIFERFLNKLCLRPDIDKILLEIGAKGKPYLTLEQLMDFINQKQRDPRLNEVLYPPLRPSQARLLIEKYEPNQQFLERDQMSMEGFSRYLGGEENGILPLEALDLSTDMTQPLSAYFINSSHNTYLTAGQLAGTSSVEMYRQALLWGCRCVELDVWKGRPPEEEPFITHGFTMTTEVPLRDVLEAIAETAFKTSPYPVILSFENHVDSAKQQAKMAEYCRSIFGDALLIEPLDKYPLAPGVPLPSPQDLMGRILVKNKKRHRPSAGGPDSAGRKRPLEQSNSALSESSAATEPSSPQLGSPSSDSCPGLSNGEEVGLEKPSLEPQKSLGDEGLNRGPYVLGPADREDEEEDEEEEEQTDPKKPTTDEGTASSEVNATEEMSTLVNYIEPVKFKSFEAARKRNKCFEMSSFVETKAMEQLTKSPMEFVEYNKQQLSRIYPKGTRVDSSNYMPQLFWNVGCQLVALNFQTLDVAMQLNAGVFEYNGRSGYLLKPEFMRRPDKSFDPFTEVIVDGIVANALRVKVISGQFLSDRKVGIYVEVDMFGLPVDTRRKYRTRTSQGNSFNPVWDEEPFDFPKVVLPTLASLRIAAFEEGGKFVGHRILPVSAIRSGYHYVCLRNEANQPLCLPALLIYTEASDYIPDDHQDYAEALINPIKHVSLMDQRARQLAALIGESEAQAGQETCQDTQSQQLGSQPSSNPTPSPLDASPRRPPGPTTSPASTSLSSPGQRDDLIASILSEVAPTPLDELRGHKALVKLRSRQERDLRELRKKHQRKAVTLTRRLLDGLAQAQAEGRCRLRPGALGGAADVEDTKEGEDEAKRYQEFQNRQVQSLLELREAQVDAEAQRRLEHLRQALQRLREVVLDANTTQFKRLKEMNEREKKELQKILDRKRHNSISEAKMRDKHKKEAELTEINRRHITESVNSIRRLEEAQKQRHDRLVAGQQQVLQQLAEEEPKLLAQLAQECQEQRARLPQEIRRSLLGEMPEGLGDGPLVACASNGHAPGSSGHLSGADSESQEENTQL
sPLA2-III inh – Inhibits HGIII-sPLA2 liposome hydrolysis, primary screen | Q9NZ20 | AID 743126 | 370,000 tested, 0.56% active | QFRET BODIPY PC-A2 liposome hydrolysis, fluorescence | inhibition, % at 12.2 µM;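 active = inhibition above mean plus 3 SD of compounds lying within the high and low control bounds, cut at about 19% in these data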;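 also: 0% = median of test compound wells and 100% = no enzyme DMSO wells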
hgDAF-12 ag – activates the H. glycines DAF-12 receptor ligand-binding domain. 370,000 tested, 1.8% active. HEK293 GAL4-hgDAF12 UAS-luciferase reporter, agonist luminescence; normalized to butyrate control. activation, % at 6.8 µM. AID 687014;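 active = activation above a cutoff set at the mean of all screened compounds plus 3 SD, cut at about 10% in these data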;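 also: 0% = DMSO wells and 100% = sodium butyrate wells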
ssDAF12 agonist – activates DAF-12 receptor from parasite S. stercoralis; HEK293 ssDAF-12/GRIP1 lit1-tk-luc reporter, luminescence; % of 3 µM dafachronic acid response; activation, % at 6.8 µM; 370,000 tested, 1% active; AID 652126;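 active = activation above the mean over all tested compounds plus 3 SD, cut at about 0.9% in these data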;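 also: 0% = DMSO-only wells and 100% = 3 µM delta7-dafachronic acid wells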
PG9 Ab binder – small molecules binding HIV-1 gp120 antibody PG9 | TR-FRET gp120-PG9 antibody binding | inhibition, % at 6.7 µM | AID 624416 | 360,000 tested, 0.43% active; in the data active = inhibition above about 8.5%
hcDAF-12 act – H. contortus DAF-12 activation, primary screen; 370,000 tested, 1.4% active; activation, % at 6.8 µM; HEK293 hcDAF-12 lit1-tk-luc reporter, luminescence; 0% DMSO, 100% Δ7-dafachronic acid;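 active = activation above the mean of all tested compounds plus 3 SD, cut at about 5.5% in these data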;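 also: 100% = response to 3 µM Δ7-dafachronic acid high control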
SMARCA2 activ – SMARCA2 function activation, primary screen; MG213 cells, MMTV-luciferase reporter, dexamethasone, overnight; activation, % at 9.1 µM; 370,000 tested, 1% active; AID 652017; in the data active = activation above about 7.8%;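 also: 0% = vehicle wells and 100% = reference activator wells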
FXN GAA850 act – increases GAA850 frataxin promoter reporter activity. activation, % at 6 µM. 360,000 tested, 0.56% active. HEK293 lucGAA850 FXN promoter luciferase reporter, 24 h; percent of 10 µM SAHA response;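 active = activation above the average of all compounds screened plus 3 SD, cutoff fixed separately per campaign, cut at about 7.5% in these data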;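 also: 0% = DMSO wells and 100% = 10 µM SAHA wells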
DAX1 inh-2 – blocks DAX1 repression of SF-1 activated StAR promoter; HEK293T StAR-luciferase reporter, SF-1/DAX-1 repression relief; inhibition, % at 6.8 µM; 370,000 tested, 1.1% active; AID 652010;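 active = inhibition above the mean over all tested compounds plus 3 SD, cut at about 3.6% in these data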;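 also: 0% = DAX-1 cells with DMSO and 100% = cells lacking DAX-1 with DMSO; higher inhibition means more luminescence from relief of DAX-1 repression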
Rev-erbA mod – modulates human Rev-erb alpha binding to DNA | P20393 | Rev-erbα–FITC-DNA binding, fluorescence polarization, 90 min | activity, % at 10 µM | 370,000 tested, 0.79% active;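 active = activity above about 14%, limit read from the data; passing the limit was not always enough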;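 also: 0% = DMSO wells with 35 nM protein and 100% = DMSO wells with 750 nM protein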
* = called active by the depositor; i = inactive; nt = no result given; & = joins results of further samples.

SMILES	DAX1 inh-1	PLCb3 inh	sPLA2-III inh	hgDAF-12 ag	ssDAF12 agonist	PG9 Ab binder	hcDAF-12 act	SMARCA2 activ	FXN GAA850 act	DAX1 inh-2	Rev-erbA mod
COc1ccc(N(C)C2=NS(=O)(=O)c3ccccc32)cc1	-2.2	1.8	-0.7	1.3	-1.6	0.9	-1.8	1.9	-4.4	-2.2	-8.4
O=C(NCC(=O)N(c1cccnc1)C(C(=O)NC1CCCCC1)c1ccccc1F)c1ccco1 (stereo unspecified)	-1.5	5.4	2.6	-0.4	-1.3	-1.5	-0.2	-3.4	2.1	0.1	5.9
Cc1cc(NC(=O)CCCC(=O)NCc2cccs2)no1	-0.4	2.4	1.0	2.3	-1.0	0.4	0.3	1.6	-2.9	1.0	-0.1
Cc1cc(-c2ccc(NS(=O)(=O)c3ccccc3)c(C)c2)ccc1NS(=O)(=O)c1ccccc1	-1.9	1.2	-15.3	-0.7	-1.4	2.4	-2.0	0.6	0.5	-2.2	-3.5
CC(C)C[C@H](NC(=O)c1nc[nH]c1C(=O)N1CCN(C(=O)OC(C)(C)C)CC1)C(=O)OCc1ccccc1	0.1	4.8	-26.0	-3.1	-1.3	-0.6	-2.0	-1.2	-4.3	-0.4	-5.4
CCOC(=O)C1CCN(c2cc3c(cc2NC(=O)c2ccccc2)n(C)c(=O)n3C)CC1	-0.9	i	6.7	-3.0	0.2	1.8	-1.2	-4.9	0.8	-0.4	-0.9
CCOC(=O)c1cnc[nH]c1=O	-0.3	-3.1	15.2	3.8	-0.2	1.3	0.1	-2.1	-1.4	-0.7	4.7
COc1ccc2[nH]c(C(=O)NCCN3CCOCC3)cc2c1	0.0	-154.2	-1.1	0.3	-0.9	-0.8	0.9	-1.2	-1.4	-0.3	-1.5
Cc1ccc(-c2nc3c(c(=O)c4ccccc4n3C)c(=O)n2Cc2ccco2)cc1	2.8	-65.4	2.1	0.2	-0.7	-1.0	-0.6	-4.9	-1.7	0.3	-3.5
Oc1ccccc1/C=N/n1c2ccccc2c2ccccc21	-1.2	-20.0	3.2	-2.7	-1.9	-1.4	1.1	1.6	1.3	-0.4	4.8
CCNc1nc(OCC)nc(N2CCC(Cc3ccccc3)CC2)n1	1.3	0.7	6.4	-3.1	-0.8	-0.5	-1.9	-1.8	-0.2	-1.0	1.4
CN(C(=O)CSc1nnc(N)s1)C1CCCCC1	1.9	-6.3	3.2	3.3	-1.0	-1.6	-2.0	-0.9	0.5	-0.3	3.9
CN(c1ccccc1)S(=O)(=O)c1ccc(C(=O)Nc2nnc(C3=COCCO3)o2)cc1	0.6	1.4	-9.7	1.9	-1.3	-0.9	-1.1	-0.6	1.5	-0.7	-3.1
CN(C)c1ccc(C(CNC(=O)Cc2cccc3ccccc23)N(C)C)cc1 (stereo unspecified)	-0.3	-1.7	1.0	-0.2	-1.6	-0.9	2.2	0.4	-2.5	-0.5	-3.5
Cc1ccc(C(=O)C[n+]2cc(-c3ccccc3)n3c2CCCCC3)cc1	-0.2&-0.8	3.6&1.8	-28.2&-10.9	-3.9&-2.4	-2.0&-2.0	-0.6&1.2	-2.8&-0.1	-6.0&-2.6	-1.1&-1.7	-2.0&-1.8	-0.6&-1.8
Cc1ccccc1Cn1c(C)c(C(=O)NCCC#N)sc1=O	nt	0.4	0.6	-1.9	-1.4	-1.3	-0.8	1.0	-3.2	-0.2	-5.2
CC1(C)N=C(N)N=C(N)N1CCCCc1ccccc1	-2.3	2.6	1.1	-13.7	-2.0	-1.1	-2.6	-3.5	-4.3	-4.9	12.3
CCOC(=O)CNC(=O)c1ccc(C#CC2(O)CCCCC2)cc1	2.5	1.4	0.0	4.7	-1.2	-3.7	-0.7	0.1	0.9	0.1	0.1
C[C@H]1CN([C@@H](C)CO)S(=O)(=O)c2ccc(Br)cc2O[C@H]1CN(C)C(=O)NC1CCCCC1	0.0	4.2	1.0	-2.7	-1.0	-0.6	-0.6	-1.2	-4.0	-0.8	1.4
Cc1c(-n2cc(C(=O)c3cc(F)ccc3O)cc(C#N)c2=O)c(=O)n(-c2ccccc2)n1C	-0.5	-6.2	-12.5	0.0	-0.5	-1.4	-0.9	5.0	0.4	-0.3	8.9
CS(=O)(=O)NCCSCc1ccccc1	2.0	0.6	-2.0	0.1	-1.2	0.2	0.9	-0.4	-1.1	0.3	-0.5
CCOC(=O)c1c(NC(=S)N2CCOCC2)sc2c1CCN(C(=O)OCC)C2	nt	-4.7	18.4	-1.2	-1.4	0.5	-2.7	-6.7	-1.2	-0.4	-0.6
COC(=O)C1CCN(C(=O)CSc2nc3nc(C)cc(C)n3n2)CC1	-1.5	0.7	1.8	1.6	-0.5	-1.6	-1.0	-0.8	1.3	0.8	0.1
Cc1ccc(S(=O)(=O)N2CCOCC2)cc1NC(=O)COC(=O)COc1ccc(C#N)cc1	0.1	1.7	3.5	1.2	-0.9	-0.1	2.4	1.4	2.3	-0.6	5.5
Cc1cc(NC(=O)COc2ccccc2C)ccc1NC(=O)c1cccs1	-1.4	6.5	-5.1	-1.5	-0.9	-0.8	-2.5	-2.6	0.3	-0.6	1.6

Four of these compounds in a different format.
compound,DAX1 inh-1,PLCb3 inh,sPLA2-III inh,hgDAF-12 ag,ssDAF12 agonist,PG9 Ab binder,hcDAF-12 act,SMARCA2 activ,FXN GAA850 act,DAX1 inh-2,Rev-erbA mod
CN(C)c1ccc(C(CNC(=O)Cc2cccc3ccccc23)N(C)C)cc1 (stereo unspecified),-0.3,-1.7,1.0,-0.2,-1.6,-0.9,2.2,0.4,-2.5,-0.5,-3.5
Cc1ccc(C(=O)C[n+]2cc(-c3ccccc3)n3c2CCCCC3)cc1,-0.2&-0.8,3.6&1.8,-28.2&-10.9,-3.9&-2.4,-2.0&-2.0,-0.6&1.2,-2.8&-0.1,-6.0&-2.6,-1.1&-1.7,-2.0&-1.8,-0.6&-1.8
Cc1ccccc1Cn1c(C)c(C(=O)NCCC#N)sc1=O,nt,0.4,0.6,-1.9,-1.4,-1.3,-0.8,1.0,-3.2,-0.2,-5.2
CC1(C)N=C(N)N=C(N)N1CCCCc1ccccc1,-2.3,2.6,1.1,-13.7,-2.0,-1.1,-2.6,-3.5,-4.3,-4.9,12.3

Returning to the listing, repeating the 2 entries before the break.
SMILES	DAX1 inh-1	PLCb3 inh	sPLA2-III inh	hgDAF-12 ag	ssDAF12 agonist	PG9 Ab binder	hcDAF-12 act	SMARCA2 activ	FXN GAA850 act	DAX1 inh-2	Rev-erbA mod
Cc1ccc(S(=O)(=O)N2CCOCC2)cc1NC(=O)COC(=O)COc1ccc(C#N)cc1	0.1	1.7	3.5	1.2	-0.9	-0.1	2.4	1.4	2.3	-0.6	5.5
Cc1cc(NC(=O)COc2ccccc2C)ccc1NC(=O)c1cccs1	-1.4	6.5	-5.1	-1.5	-0.9	-0.8	-2.5	-2.6	0.3	-0.6	1.6
Cc1nn(-c2ccccc2)c(N2CCCC2)c1/C=N/NC(=S)Nc1cc(C(F)(F)F)ccc1Cl	-0.8	1.8	4.0	0.2	-0.7	-3.0	-0.9	0.2	0.6	0.2	-2.5
CC[C@H](CO)Nc1nc(Nc2cccc(Cl)c2)c2ncn(C(C)C)c2n1	-3.8	-10.6	-16.4	-5.0	-2.1	-0.3	-4.4	1.0	0.2	-1.0	1.4
CSC1=NCCN1C(=O)c1ccc(S(=O)(=O)N(C)C)cc1	0.8	3.7	-1.4	0.9	-1.8	1.0	0.3	-1.1	0.8	-0.2	1.1
O=C(CSc1ncnc2nc[nH]c12)c1ccc([N+](=O)[O-])cc1	-1.0	1.1	-38.8	-0.6	-1.8	-3.0	-1.3	-3.0	-1.1	-1.0	-0.8
CSc1ccc(/C=N/NC(=O)CN2CCN(Cc3ccc(C)cc3)CC2)cc1	-0.9	-2.9	-10.8	-1.2	-1.2	-4.0	-1.9	0.6	-0.6	-0.4	-5.2
CC(=O)c1sc(NC(=O)CN2C(=O)C3CCCCC3C2=O)nc1-c1ccccc1 (stereo unspecified)	0.2	-13.0	-7.3	3.0	-1.4	1.9	0.4	0.0	1.8	-0.6	-2.3
CCOc1ccc(OCC(O)CN2CCc3ccccc3C2)cc1 (stereo unspecified)	-1.2	-3.0	-2.1	-0.3	-0.8	-1.4	0.6	-2.3	0.6	-0.3	1.0
Brc1ccc2ncnc(NCc3cccnc3)c2c1	2.9	-8.5	0.9	4.8	-0.7	0.8	0.4	-3.1	-8.4	-0.3	2.8
CC(=O)Nc1ccc(N2C(=O)CC(c3ccccc3)CC2=O)cc1	-0.1	0.8	1.5	-2.1	-0.7	1.7	0.5	-0.2	-1.8	0.3	-4.3
COc1cccc(NC(=O)Nc2ccccc2SC)c1	0.1	3.2	-4.3	6.3	-0.1	-3.2	-0.6	1.5	2.4	-0.1	-4.2
Cc1cccc(N(CC(=O)Nc2c(C)n(C)n(-c3ccccc3)c2=O)S(C)(=O)=O)c1	0.3	1.4	-0.8	-0.3	-0.7	1.2	-1.5	-2.4	2.6	0.3	0.3
CCCCCCc1nc2ccccc2c(=O)n1NC(=O)c1c(O)c2c(n(CC(C)C)c1=O)CCCC2	0.4	0.0	-3.4	5.7	-0.9	0.3	-1.1	-3.0	0.6	0.0	-0.7
CCOC(=O)c1c(-c2ccccc2)c[nH]c1C	1.9	-3.5	0.1	2.1	-1.2	1.2	-0.9	-1.4	3.6	0.5	-3.6
CC(=O)c1cccc(CN2CCCC(N3CCN(c4ccccc4F)CC3)C2)c1 (stereo unspecified)	-1.9	0.2	0.1	-0.1	-0.6	-2.1	0.6	1.4	-0.2	0.0	6.6
CCOc1ccc(NCc2nnc(SCC(=O)Nc3nc(-c4ccccc4)cs3)n2-c2ccccc2)cc1	-0.6	-1.5	0.5	-3.0	-0.2	-0.5	2.1	-3.4	-1.3	1.2	-7.5
CCN(CC)S(=O)(=O)c1ccc(N2CCCC2)c(C(=O)OCC(=O)Nc2cc(C)on2)c1	0.2	-3.9	4.5	-2.5	-1.6	0.7	-2.4	-5.2	0.3	0.0	-2.3
CC(=O)Nc1cc2c(cc1NC(=O)Cn1nc(-c3ccccc3)ccc1=O)OCCO2	0.8	-3.8	2.3	-0.3	-1.5	-0.4	-1.5	-3.1	-2.2	0.1	-4.8
O=C(NC(=S)Nc1ccc2oc(=O)ccc2c1)c1cc2ccccc2o1	2.0	-2.0	22.3*	0.3	-0.7	1.1	0.0	-3.2	-1.9	-0.5	-27.9
CO[C@@H]1[C@H](O)CC[C@]2(O)CN(c3ccccc3)[C@](C)([C@H](O)CC=C(C)C)[C@@H]12	nt	-9.2	14.4	-2.2	0.7	1.9	0.5	-6.5	nt	0.9	-0.8
CCOC(=O)CSc1nc(N)c2c3c(sc2n1)CCCC3	-0.2	2.9	-11.7	4.9	-1.0	1.0	1.7	2.1	2.0	0.2	8.8
Cc1ccc2nc(-c3cc(-c4ccccc4)no3)cn2c1	-3.4	-5.1	-4.4	11.5*	0.8	22.6*	8.1*	-0.3	-5.6	1.8	36.6*
CCCCc1cc2ccccc2c(OCCN(C)C)n1	1.4	3.8	-11.3	-1.3	-1.0	-0.8	-0.5	0.2	0.7	0.7	-1.0
COc1ccc(SCC(=O)Nc2ccccc2Cl)cc1	2.7	-0.5	1.5	0.6	-1.2	-2.0	-0.7	-4.7	-0.6	-0.1	-0.4

Screening results from PubChem BioAssay.

Rows were taken by chance; about 7% have a hit in one of these screens.
